# aDG glyco up: activators of alpha-DG glycosylation, primary screen, uHTS, Pro5-aDG cells, AlphaScreen. activation, % at 10 µM. alpha-DG glycosylation AlphaScreen (IIH6); 0% Pro5, 100% B10-LARGE cell signal. 360,000 compounds, 0.22% hits;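 active = activation of at least 8% versus controls, or a plate z-score of at least 8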;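 also: Pro5 are CHO cells carrying HIG-tagged alpha-DG that lacks glycosylation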
# TLR9-MyD88 block: inhibitors of TLR9-MyD88 association in cells, primary screen, cell-based, CHO, BLA complementation, fluorescence. CCF4 FRET ratio. 340,000 compounds, 0.21% hits. inhibition, % at 4.98 µM;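 active = inhibition above the mean over all tested compounds plus 3 SD, cut at about 21% in these data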;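 also: 0% = DMSO only wells and 100% = clavulanate BLA inhibitor control wells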
# MC4R antag cAMP: MC4R antagonists of cAMP signaling, primary screen, cell-based, TR-FRET, antagonist arm of biased-ligand search; AID 540295, 2011; 360,000 compounds, 0.48% hits; inhibition, % at 6.5 µM; Melanocortin receptor 4 (Homo sapiens), P32245; MC4R-expressing cells, MTII-stimulated cAMP, LANCE TR-FRET;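 active = inhibition above its plate's cutoff, the mean of tested wells on that plate plus 3 SD, cut at about 29% in these data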;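 also: 0% = Melanotan II alone and 100% = Melanotan II plus saturating MCL0020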
#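 Assay system: human MC4R-expressing U2OS cells; reagent: Melanotan II stimulation of cells; dosing: 6.5 µM single dose; timing: compound 30 min, challenge 1 h, detection 1 h; signal: TR-FRET cAMP assay; replicates: one well per compound, no replicates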
# ABCB6 inh 2: ABCB6 transporter inhibitors, primary screen, K562-ABCB6 cells, flow cytometry, MLPCN library | ATP-binding cassette sub-family B member 6 (Homo sapiens), Q9NP58 | K562-ABCB6 porphyrin accumulation, 1 h; active compounds read low | fluorescence ratio to DMSO, % at 10 µM | AID 602162, 2011 | 360,000 compounds, 0.19% hits;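 active = fluorescence ratio to DMSO below 75%, the collection mean minus 3 SD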;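 also: signal is porphyrin accumulated inside mitochondria; 100% equals median channel fluorescence of DMSO control wells; lower ratio means ABCB6 inhibition with less porphyrin fluorescence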
# NOD2-RIPK2 inh: NOD2-RIPK2 binding disruptors in cells, primary screen, fluorescence, CHO cells, BLA complementation. 360,000 compounds, 0.38% hits. AID 624267, 2012. CCF4 ratio. Receptor-interacting serine/threonine-protein kinase 2 (Homo sapiens), O43353. inhibition, % at 4.98 µM; in the data active = inhibition above about 21%;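 also: 0% = vehicle only and 100% = reference blocker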
# Vif imaging: HIV Vif self-association inhibitors, primary screen, imaging, HEK293T, single point; HEK293T cells, Vif self-association by quenched fluorescence, 24 h; inhibition, % at 7.49 µM; 340,000 compounds, 0.35% hits; AID 602346, 2012; in the data active = inhibition above about 50%, passing the limit was not always enough; also: some results filed as inactive read as strong as hits
# Glyco luc inh: increase of ERlucT glycosylation luciferase signal, primary screen, N-linked glycosylation inhibitor project, D54 ERlucT cells, luminescence, set 2 | D54 ERlucT glycosylation luciferase reporter, 24 h; percent of 100 nM tunicamycin response | reporter increase, % at 12.5 µM | 360,000 compounds, 0.23% hits | AID 588692, 2011;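 active = mean luciferase reporter signal, scaled so untreated is 0 and the glycosylation-blocking control 100, at or above a set limit in every replicate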;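 also: luciferase carries N-glycosylation sites so blocking glycosylation raises the light; 0% = median of neutral control wells and 100% = median of 100 nM tunicamycin wells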
# Exocytosis inh: LAMP-1 surface exposure blockers, TALL-104 cells – cell-based, flow cytometry, MLPCN library, primary screen. TALL-104 LAMP-1 surface exposure; cells stimulated with thapsigargin and PMA. inhibition, % at 10 µM. 360,000 compounds, 0.66% hits. AID 651702, 2012;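 active = inhibition above about 55%, limit read from the data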
# MC4R barr agon: MC4R agonists recruiting beta-arrestin, primary screen, cell-based, luminescence, agonist arm of biased-ligand search; U2OS MC4R beta-arrestin complementation; percent of melanotan II response, DMSO zero; AID 540308, 2011; activation, % at 8.9 µM; 360,000 compounds, 0.98% hits;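 active = activation above a per-plate cutoff, the mean activation of sample wells on that plate plus 3 SD, cut at about 8% in these data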
# ABHD5 PLIN5 PPI: ABHD5-PLIN5 interaction inhibitors, primary screen, cell lysate, split luciferase complementation, luminescence; Perilipin-5 (Homo sapiens) + 1-acylglycerol-3-phosphate O-acyltransferase ABHD5 (Homo …; Split G. princeps luciferase complementation, 4 h; inhibition, % at 4 µM; 360,000 compounds, 0.78% hits; AID 602281, 2012;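 active = inhibition above the mean inhibition across every tested compound plus 3 SD, cut at about 22% in these data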;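 also: 0% = DMSO only wells and the 100% control is not disclosed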
# Target sequence (Q00G26 whole entry, looked up): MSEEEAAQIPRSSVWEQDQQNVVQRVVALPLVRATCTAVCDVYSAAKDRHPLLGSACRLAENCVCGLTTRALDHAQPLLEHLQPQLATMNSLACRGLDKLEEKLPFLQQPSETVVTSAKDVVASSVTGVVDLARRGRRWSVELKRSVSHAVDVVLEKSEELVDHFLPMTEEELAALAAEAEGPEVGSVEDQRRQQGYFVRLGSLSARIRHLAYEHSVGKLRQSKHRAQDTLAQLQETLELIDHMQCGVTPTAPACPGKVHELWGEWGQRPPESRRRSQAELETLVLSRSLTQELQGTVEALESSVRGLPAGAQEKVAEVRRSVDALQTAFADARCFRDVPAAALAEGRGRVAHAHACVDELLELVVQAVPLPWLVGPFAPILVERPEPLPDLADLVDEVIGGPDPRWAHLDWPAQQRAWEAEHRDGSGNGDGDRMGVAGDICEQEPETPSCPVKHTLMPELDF
# Target sequence (Q8WTS1 whole entry, looked up): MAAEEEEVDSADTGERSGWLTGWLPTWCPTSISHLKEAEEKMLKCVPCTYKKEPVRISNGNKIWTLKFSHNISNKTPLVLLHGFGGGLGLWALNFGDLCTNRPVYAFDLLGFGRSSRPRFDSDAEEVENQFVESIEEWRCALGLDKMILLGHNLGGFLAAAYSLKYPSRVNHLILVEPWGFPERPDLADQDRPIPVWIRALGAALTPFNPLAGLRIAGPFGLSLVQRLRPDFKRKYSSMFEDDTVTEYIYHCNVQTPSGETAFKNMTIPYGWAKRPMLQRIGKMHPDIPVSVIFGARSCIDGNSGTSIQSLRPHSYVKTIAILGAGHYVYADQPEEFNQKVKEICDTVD
# The depositor's hits bear a star; . = no result given; & = joins results of further samples. An excerpt; count on the stated rates, not on these rows.
no.	aDG glyco up	TLR9-MyD88 block	MC4R antag cAMP	ABCB6 inh 2	NOD2-RIPK2 inh	Vif imaging	Glyco luc inh	Exocytosis inh	MC4R barr agon	ABHD5 PLIN5 PPI	SMILES
1	0.0	7	-8	101	-10	2	2	4	-1.2	4	Cn1cnnc1SCC(=O)N1N=C2/C(=C/c3ccco3)CCCC2C1c1ccco1 (stereo unspecified)
2	-0.3	6	3	98	-16	24	1	-2	-0.7	6	CCOc1ccc2sc(NS(=O)(=O)c3ccc(OC)c(OC)c3)nc2c1
3	-0.2	10	3	101	1	-6	0	2	-1.1	0	CN(NC(=O)c1ccccc1)C1=NS(=O)(=O)c2ccccc21
4	-0.3	.	-6	93	-1	3	-1	-7	-3.0	3	S=C(NCCc1ccccc1)N/N=C/c1cccs1
5	0.0	-3	-1	95	-3	-3	1	-2	-1.4	4	CC(=O)c1cccc(NC(=S)NC(=O)c2ccccc2Br)c1
6	-0.1	-2	-5	93	-7	-1	2	-1	-0.4	-2	Cc1ccc(C2CC(=O)Nc3cc4c(cc32)OCO4)o1 (stereo unspecified)
7	-0.3	22*	16	109	-12	19	3	-5	-0.2	0	CS(=O)(=O)c1cnc(-c2cccnc2)nc1N
8	-0.1&0.6	-10&-6	0&-1	99&96	-1&-1	-1&1	-2&1	-4&5	-0.1&2.2	-4&3	Cc1ncsc1CCOC(=O)c1cccc([N+](=O)[O-])c1
9	-0.1	-6	14	86	-14	2	1	0	-0.6	-1	CCOC(=O)c1cnc(-n2nc(C)cc2C)nc1Nc1cccc(C(=O)O)c1
10	0.2	-1	10	94	-7	-1	0	-1	-0.5	2	O=C(CCn1c(=O)sc2ccccc21)NCCC1=CCCCC1
11	0.2	-6	3	96	-7	5	5	0	-2.3	0	COc1ccccc1NC(=O)CC(NCc1ccccc1)C(=O)O (stereo unspecified)
12	-0.1	2	16	94	-6	-3	-1	-1	11*	-6	O=C(NCCc1ccc(Cl)cc1)c1cc(-c2ccccn2)nc2ccccc12
13	-0.1	11	6	97	-3	9	0	-4	-0.5	-2	COc1ccccc1/C=C(\NC(=O)c1cccc(C)c1)C(=O)Nc1ccccn1
14	0.2	-1	1	95	-6	7	-15	-1	-2.1	6	Cc1ccc2nc(-c3ccc(NC(=O)COC(=O)c4cncc(Br)c4)cc3)sc2c1
15	0.2	2	0	99	-6	-14	2	0	-1.3	4	COc1ccc2cc(CN(CCO)C(=O)c3ccc(Br)cc3)c(=O)[nH]c2c1
16	1.2	0	6	97	-3	-2	-2	3	-0.6	-3	CC(C)CC(NC(=O)OC(C)(C)C)c1cn([C@@H](Cc2cc3ccccc3[nH]2)C(=O)N2CCN(C(=O)OC(C)(C)C)CC2)nn1 (stereo partly specified)
17	0.1	-6	-1	101	-10	22	0	24	-2.4	-3	CC(NC(=O)c1ccccc1F)c1nnc(SCC(=O)Nc2nnc(C3CC3)s2)n1C (stereo unspecified)
18	0.0	-10	8	98	0	-4	-1	1	-1.1	5	Cc1ccc(OCC(=O)N2c3ccccc3NC(=O)C2(C)C)c([N+](=O)[O-])n1
19	-0.1	2	15	90	5	-3	2	-2	1.8	1	O=C(NNS(=O)(=O)c1ccc(Cl)cc1Cl)c1cc2ncc(C(F)(F)F)cc2s1
20	-0.1	4	4	97	-6	5	-2	26	-1.3	-3	O=C(NC1CCC(Oc2ccc(C(=O)O)cc2)CC1)NC12CC3CC(CC(C3)C1)C2 (stereo unspecified)
21	0.2	-4	9	103	-7	-4	1	0	-0.7	1	COc1ccc(C(C#N)Nc2ccccc2OC)cc1 (stereo unspecified)
22	-0.3	-8	8	127	2	-1	1	-2	-2.1	-4	Cc1ccc(SCc2cc(=O)[nH]c(SCC(=O)Nc3cc(Cl)ccc3Cl)n2)cc1
23	0.0	-5	0	100	12	12	3	1	-0.3	0	COc1cccc(C(C#N)N2N=C(C)CC2(C)C)c1O (stereo unspecified)
24	0.1	5	-3	90	8	6	0	3	0.5	7	O=C1CC(Sc2ncccc2C(=O)O)C(=O)N1 (stereo unspecified)
25	-0.1	3	4	101	-1	-5	-4	-3	-2.8	-4	O=C(Nc1cc(S(=O)(=O)N2CCOCC2)ccc1N1CCCCC1)c1ccccc1Br
26	0.4	6	7	96	10	-16	-3	9	5.0	-8	COc1ccc(NC(=O)C[C@H]2C(=O)N(Cc3ccccc3)C[C@@H]2Cc2ccccc2)cc1
27	2.6	-11	-2	101	-14	-5	-1	-13	-3.2	2	Cc1cc(S(=O)(=O)n2[nH]c(=O)c(CCO)c2C)c(Cl)cc1Cl
28	-0.3	0	3	99	1	3	2	0	-2.7	-4	N#Cc1ccc(C(=O)N/N=C/c2cn(CC(=O)O)c3ccccc23)c(F)c1
29	-0.1	-3	-5	98	6	7	0	-3	1.6	-6	Cc1ccc2c(Cl)c(C)c(N3CCOCC3)nc2n1
30	-0.1	4	6	93	-3	2	-1	-5	1.7	-6	Cc1ccc(C)c(N2CCN(S(=O)(=O)c3cc4c(cc3C)NC(=O)CO4)CC2)c1

# Ordered by heavy-atom count (falling): some entries from above.
no.	aDG glyco up	TLR9-MyD88 block	MC4R antag cAMP	ABCB6 inh 2	NOD2-RIPK2 inh	Vif imaging	Glyco luc inh	Exocytosis inh	MC4R barr agon	ABHD5 PLIN5 PPI	SMILES
16	1.2	0	6	97	-3	-2	-2	3	-0.6	-3	CC(C)CC(NC(=O)OC(C)(C)C)c1cn([C@@H](Cc2cc3ccccc3[nH]2)C(=O)N2CCN(C(=O)OC(C)(C)C)CC2)nn1 (stereo partly specified)
26	0.4	6	7	96	10	-16	-3	9	5.0	-8	COc1ccc(NC(=O)C[C@H]2C(=O)N(Cc3ccccc3)C[C@@H]2Cc2ccccc2)cc1
25	-0.1	3	4	101	-1	-5	-4	-3	-2.8	-4	O=C(Nc1cc(S(=O)(=O)N2CCOCC2)ccc1N1CCCCC1)c1ccccc1Br
20	-0.1	4	4	97	-6	5	-2	26	-1.3	-3	O=C(NC1CCC(Oc2ccc(C(=O)O)cc2)CC1)NC12CC3CC(CC(C3)C1)C2 (stereo unspecified)
30	-0.1	4	6	93	-3	2	-1	-5	1.7	-6	Cc1ccc(C)c(N2CCN(S(=O)(=O)c3cc4c(cc3C)NC(=O)CO4)CC2)c1
19	-0.1	2	15	90	5	-3	2	-2	1.8	1	O=C(NNS(=O)(=O)c1ccc(Cl)cc1Cl)c1cc2ncc(C(F)(F)F)cc2s1
28	-0.3	0	3	99	1	3	2	0	-2.7	-4	N#Cc1ccc(C(=O)N/N=C/c2cn(CC(=O)O)c3ccccc23)c(F)c1
27	2.6	-11	-2	101	-14	-5	-1	-13	-3.2	2	Cc1cc(S(=O)(=O)n2[nH]c(=O)c(CCO)c2C)c(Cl)cc1Cl
23	0.0	-5	0	100	12	12	3	1	-0.3	0	COc1cccc(C(C#N)N2N=C(C)CC2(C)C)c1O (stereo unspecified)
29	-0.1	-3	-5	98	6	7	0	-3	1.6	-6	Cc1ccc2c(Cl)c(C)c(N3CCOCC3)nc2n1
24	0.1	5	-3	90	8	6	0	3	0.5	7	O=C1CC(Sc2ncccc2C(=O)O)C(=O)N1 (stereo unspecified)

# The results go on.
no.	aDG glyco up	TLR9-MyD88 block	MC4R antag cAMP	ABCB6 inh 2	NOD2-RIPK2 inh	Vif imaging	Glyco luc inh	Exocytosis inh	MC4R barr agon	ABHD5 PLIN5 PPI	SMILES
31	0.1	3	-4	92	0	-1	0	-3	0.4	0	COc1ccc(C)cc1NC(=O)C1CCN(C(=O)C2CC(=O)N(c3ccc(C)cc3)C2)CC1 (stereo unspecified)
32	0.4	-1	3	101	-7	3	-2	-4	0.3	-2	O=C(NC1CC1)C1=C[C@@H](c2ccc(C(F)(F)F)cc2)C[C@@H](OCc2ccc(CO)cc2)O1
33	0.0	8	5	92	-8	3	-2	1	0.0	0	Cc1ccc(SCC(=O)Nc2ccc3c(c2)OCCO3)cc1
34	0.0	-6	-2	96	-1	15	-4	1	0.0	-4	Cn1nc(C(F)(F)F)c(C(=O)Nc2ccc(F)cc2F)c1Sc1ccc(Cl)cc1
35	-0.1	-5	5	94	-10	1	2	-10	-1.7	2	CC(=O)Nc1ccccc1OCC(O)CS(=O)(=O)c1ccc(C(F)(F)F)cn1 (stereo unspecified)
36	-0.2	-4	-1	88	-1	9	1	-3	-0.7	4	Cc1c(NC(=S)N/N=C/c2ccc([N+](=O)[O-])cc2O)c(=O)n(-c2ccccc2)n1C
37	1.2	-10	-6	98	-6	-16	-1	37	-0.8	-6	COc1cccc(OCCn2cc(C(C)=O)c3ccccc32)c1
38	0.0	-4	6	100	1	6	-1	1	-2.8	-8	S=c1[nH]nc(-c2ccco2)n1/N=C/C=C/c1ccccc1
39	0.3	7	3	104	-5	-4	2	9	4.2	4	OC1CCCN(Cc2nc(Cc3ccccc3Cl)no2)C1 (stereo unspecified)
40	-0.2	-4	-6	96	0	-8	5	-2	-1.9	3	COc1ccc([N+](=O)[O-])cc1/C=N/NC(=O)CNC(=O)c1cccc(F)c1
41	0.4	-3	4	103	-7	2	2	-1	-0.5	-1	Cn1ncc(Cl)c1C(=O)N1CCN(c2ccccc2)CC1
42	0.2	0	-3	97	-4	-4	-21	-5	-0.6	3	Cc1ccc(-c2cn3cc(C)ccc3n2)cc1
43	-0.1	-13	-12	96	-2	-1	-4	-3	0.3	-4	COc1cc2c(cc1OC)/C(=C/C(=O)c1ccc(NC(C)=O)cc1)NCC2
44	-0.3	2	25	98	-3	-3	0	10	14*	-3	CC(C)[C@H](NC(=O)Cc1ccccc1)C(=O)OCc1cc(=O)n2c(n1)sc1ccccc12
45	0.5	-8	8	102	-9	0	-1	-1	-0.6	-1	CCCCCOc1ccc(C(=O)OCC(=O)Nc2cc(C)c(C)cc2[N+](=O)[O-])cc1
46	0.2	-1	3	98	-10	2	-2	-3	-0.1	-1	Cc1ccc(C)c(NS(=O)(=O)c2ccc(OCC(=O)N3CCCC3)cc2)c1
47	-0.1	0	-3	100	-4	-2	1	-2	-2.4	-1	Cc1ccc(CN2CCNC(=O)C2CC(=O)N(C)Cc2cnccn2)cc1 (stereo unspecified)
48	-0.2	0	21	97	-8	4	2	-18	-0.5	-7	O=[N+]([O-])c1cc(S(=O)(=O)O)cc([N+](=O)[O-])c1NN(c1ccccc1)c1ccccc1

# Source: PubChem BioAssay (several laboratories)
